Compound activity deposited in PubChem by several laboratories.
Avidin fluor = green autofluorescence of compounds with avidin beads – biophysical, 488/530 nm, flow cytometry, artefact control, profiling panel; compound fluorescence 488/530 nm; stronger effect = higher value; fluorescence (KMESF) at 10 µM; 220,000 compounds, 0.38% hits; in the data active means fluorescence above about 47; further: inactives centre near 10
ABCB1 inh = ABCB1 efflux pump inhibitors, primary screen, cell-based, multiplex, flow cytometry, ABCG2 counter-screen. ATP-dependent translocase ABCB1 (Homo sapiens), P08183. CCRF-Adr cells, JC-1 efflux. inhibition, % at 6.6 µM. 190,000 compounds, 0.067% hits. AID 1326, 2008; in the data active means inhibition above about 40%;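 further: 0% = vehicle and 100% = reference inhibitor; higher value means more JC-1 retained so stronger ABCB1 efflux block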
Rab2A wt mod = modulators of GTP binding to Rab2A wildtype, primary screen, biochemical, dog, bead-based flow cytometry, multiplex; Ras-related protein Rab-2A (Canis lupus familiaris), P61105; GST-Rab2 wt beads, Bodipy-GTP binding; GTP binding activity, % at 10 µM; 190,000 compounds, 0.19% hits; AID 760, 2007;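 active means GTP binding activity at least 20 points away from 100%, either lowered or raised; inconclusive means signal likely due to the compound's own green fluorescence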;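 further: 0% = beads with excess unlabeled GTP and 100% = no-compound control corrected for plate trend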
Cdc42 wt GTP = modulators of GTP binding to wildtype Cdc42, primary screen, biochemical, multiplex bead flow cytometry, Bodipy-GTP; GST-Cdc42 beads; actives lie on both sides; percent activity (GTP binding), % at 10 µM; Cell division control protein 42 homolog (Homo sapiens), P60953; 190,000 compounds, 0.2% hits;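 active means percent activity GTP binding at least 20 points away from the 100% baseline, either down as inhibitor or up as activator; inconclusive means compound flagged as likely green fluorescent from well-wide comparison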;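 further: median bead fluorescence of bound Bodipy-FL-GTP at 100 nM; 0% = excess unlabeled GTP control and 100% = no compound control; below 100% means less GTP binding so inhibitor and above means activator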
Target sequence (P60953 whole entry, looked up): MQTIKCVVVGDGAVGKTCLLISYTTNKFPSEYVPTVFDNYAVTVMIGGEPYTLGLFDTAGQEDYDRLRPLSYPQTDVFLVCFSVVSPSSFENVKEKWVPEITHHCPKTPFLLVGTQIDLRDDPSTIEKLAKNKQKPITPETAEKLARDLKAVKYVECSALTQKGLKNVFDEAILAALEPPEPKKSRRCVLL
Rab7 wt GTP bind = modulators of GTP binding to Rab7, primary screen, biochemical, wildtype, multiplex bead flow cytometry; GTP binding activity (percent of control), % at 10 µM; Rab7 GTPase wild type (dog), Bodipy-FL-GTP binding; 190,000 compounds, 0.055% hits; GST-Rab7 beads, fluorescent GTP binding; actives lie on both sides; untreated = 100%, excess cold GTP = 0%;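 active means fluorescent GTP binding to Rab7 beads changed by at least 20 points from the 100% baseline, either direction, mostly lower; inconclusive means compound itself probably fluorescent, or too few beads counted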;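 further: median green fluorescence of bound Bodipy-FL-GTP per Rab7 bead population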
GSH fluor = compound fluorescence on glutathione beads, profiling panel, artefact control, biophysical, 488/530 nm, flow cytometry; GSH beads flow cytometry, compound fluorescence 488/530 nm; stronger effect = higher value; fluorescence (KMESF) at 10 µM; 190,000 compounds, 0.25% hits; AID 1776, 2009; in the data active means fluorescence above about 89;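 further: glutathione beads carrying GST-tagged Bcl family fusion proteins plus one bare bead set; values are compound well signal with DMSO vehicle wells as background; inactives centre near 16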
Pf gamet viab = late stage P. falciparum gametocyte viability inhibitors, primary screen, ATP luminescence, HTS; inhibition, % at 10.9 µM; P. falciparum stage V gametocytes, 24 h; AID 743093, 2013; 150,000 compounds, 0.065% hits;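 active means inhibition above the mean plus 3 SD of compounds within the control limits, set per campaign, cut at about 38% in these data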;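 further: 0% = DMSO wells and 100% = medium only without gametocytes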
Rac1 mut GTP = GTP binding modulators of activated mutant Rac1, primary screen, biochemical, bead-based flow cytometry, multiplex, fluorescent GTP | percent activity (GTP binding), % at 10 µM | AID 764, 2007 | 190,000 compounds, 0.11% hits | GST-Rac1 activated beads; actives lie on both sides; 100% means binding = to untreated wells;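 active means GTP binding at least 20 percentage points away from the 100% baseline, in either direction, so actives lie on both sides; inconclusive means Compound likely fluorescent itself, or too few beads counted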
ABCG2 inh = ABCG2 efflux pump inhibitors, primary screen, multiplex with ABCB1, IgMXP3 cells, flow cytometry; Broad substrate specificity ATP-binding cassette transporter ABCG2 (Homo sapiens), Q9UNQ0; 190,000 compounds, 0.1% hits; JC-1 efflux; inhibition, % at 6.6 µM;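 active means inhibition above 80%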;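 further: 0% = DMSO and 100% = nicardipine control wells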
Target sequence (Q9UNQ0 whole entry, looked up): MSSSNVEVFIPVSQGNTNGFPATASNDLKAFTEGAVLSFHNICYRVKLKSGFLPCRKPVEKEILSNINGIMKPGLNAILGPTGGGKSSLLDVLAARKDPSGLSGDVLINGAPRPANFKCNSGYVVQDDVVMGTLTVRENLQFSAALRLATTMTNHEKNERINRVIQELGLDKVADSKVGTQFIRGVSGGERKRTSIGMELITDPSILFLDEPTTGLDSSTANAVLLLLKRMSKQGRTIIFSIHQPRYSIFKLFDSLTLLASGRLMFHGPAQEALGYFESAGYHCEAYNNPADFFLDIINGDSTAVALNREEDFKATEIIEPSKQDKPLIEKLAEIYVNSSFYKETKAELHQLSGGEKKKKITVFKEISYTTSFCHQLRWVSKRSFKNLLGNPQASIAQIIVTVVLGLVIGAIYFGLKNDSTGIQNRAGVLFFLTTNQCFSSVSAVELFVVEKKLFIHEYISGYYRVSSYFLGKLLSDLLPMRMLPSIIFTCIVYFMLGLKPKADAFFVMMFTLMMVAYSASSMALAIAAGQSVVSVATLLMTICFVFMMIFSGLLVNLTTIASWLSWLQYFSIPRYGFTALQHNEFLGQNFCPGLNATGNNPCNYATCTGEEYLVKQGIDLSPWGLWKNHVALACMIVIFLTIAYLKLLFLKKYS
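Read-out basis: Efflux inhibition in percent versus controls | Test system: ABCG2 IgMXP3 and barcoded ABCB1 CCRF-Adr cell mix | Quantity: 3 million cells/mL in well | Schedule: 10 min at 25 °C | Control set: Nicardipine as high control, DMSO as low control | Reagent: JC-1 as fluorescent efflux pump substrate | Signal: Flow cytometry of retained JC-1 fluorescence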
Rac1 wt GTP bind = wildtype Rac1 GTP binding modulators, primary screen, biochemical, GST-Rac1 beads, flow cytometry, multiplex; AID 757, 2007; 190,000 compounds, 0.27% hits; GTP binding activity (% of control), % at 10 µM; fluorescent GTP binding; actives lie on both sides; 0 = cold GTP competed, 100 = untreated; Ras-related C3 botulinum toxin substrate 1 (Homo sapiens), P63000;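 active means GTP binding activity at least 20 points away from the 100% control level, either lower or higher; inconclusive means compound flagged as likely green fluorescent, judged across all proteins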
HRas wt GTP = modulators of GTP binding to HRas wildtype, primary screen, biochemical, bead-based flow cytometry, multiplex. GST-Ras wt beads, Bodipy-FL-GTP binding; actives lie on both sides. AID 759, 2007. GTP binding activity, % at 10 µM. GTPase HRas (Homo sapiens), P01112. 190,000 compounds, 0.14% hits;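 active means GTP binding activity at least 20% away from the 100% baseline, either lowered as inhibitor or raised as activator; inconclusive means flagged as likely green fluorescent, judged across all proteins in the well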;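 further: 0% = unlabeled GTP competition control and 100% = no-compound control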
Target sequence (P01112 whole entry, looked up): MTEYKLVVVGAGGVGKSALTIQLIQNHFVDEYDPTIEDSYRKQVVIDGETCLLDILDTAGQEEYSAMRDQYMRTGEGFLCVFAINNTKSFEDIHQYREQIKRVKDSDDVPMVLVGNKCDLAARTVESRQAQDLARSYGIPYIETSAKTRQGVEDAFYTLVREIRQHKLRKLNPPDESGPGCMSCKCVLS
Active calls of the source: *; ? = inconclusive; nt = not tested or not shown. Compounds were not picked by outcome; about 1.1% have a hit in one of these screens.

SMILES	Avidin fluor	ABCB1 inh	Rab2A wt mod	Cdc42 wt GTP	Rab7 wt GTP bind	GSH fluor	Pf gamet viab	Rac1 mut GTP	ABCG2 inh	Rac1 wt GTP bind	HRas wt GTP
CN(CC(=O)Nc1ccc(Cl)cc1)CC(=O)Nc1ccc(F)c(F)c1F	15	-1.6	98	101	100	16	14	100	-14	103	99
O=C(NCCCCCNC(=O)c1ccccn1)c1ccccn1	11	0.4	96	98	98	28	-12	97	4	106	99
COc1cccc(NC(=O)c2oc3ccccc3c2NC(C)=O)c1	10	0.7	98	98	102	15	nt	97	5	100	101
COc1ccc(N(CC(=O)NCc2ccco2)S(C)(=O)=O)c(OC)c1	10	0.2	98	98	103	10	11	96	0	98	99
COc1cc(NC(=S)N2CCCC(C)C2)c(OC)cc1Cl (stereo not given)	11	0.3	96	95	92	21	-18	95	5	92	92
CC(=O)Nc1c(NCC(C)C)c2ccccc2oc1=O	25	0.2	97	89	101	11	11	95	1	89	95
CC(C)CSc1nnc(N)s1	12	0.2	100	102	104	9	nt	100	2	103	102
O=C(CSc1nc(-c2ccc(F)cc2)cs1)NC(=O)NCc1ccco1	6	0.2	99	103	97	15	nt	102	3	107	99
Cc1nc([N+](=O)[O-])c(NCCO)n1Cc1ccccc1	9	0.9	97	96	97	21	-2	97	0	98	95
Cc1ccccc1S(=O)(=O)NC1OC(=O)C(Cl)=C1Cl (stereo not given)	7	0.7	?	?	?	49	nt	?	3	?	?
Cc1ccccc1C(=O)N/N=C/c1ccncc1	11	0.5	98	101	98	12	nt	98	3	99	99
COc1ccc(NC(=O)c2ccc(COc3ccccc3OC)o2)cc1OC	4	0.5	99	100	98	13	-1	100	3	102	100
C=CCn1c(-c2ccccc2)nc2nc3ccccc3nc21	34	0.5	99	101	98	15	nt	100	2	101	100
COc1ccc(C(=O)NCC(=O)NCC2(N(C)C)CCCCC2)cc1OC	6	0.2	100	102	102	30	13	98	1	103	100
COc1ccc(Cn2nc(-c3ccccc3)c(N3CCCCC3)cc2=O)cc1	11	1.5	?	?	?	17	nt	?	2	?	?
CN1CCN(CCNC(=O)c2cn(Cc3ccccc3F)nn2)CC1	13	0.6	101	100	103	11	0	95	2	100	99
Cc1cc(NC(=O)CCC(=O)N(CC(=O)NC2CCCC2)Cc2ccc(F)cc2)no1	5	0.7	103	104	101	38	nt	101	1	104	102
O=c1ccc(NS(=O)(=O)c2ccc(Cl)cc2)cn1Cc1ccc(Cl)c(Cl)c1	20	0.1	99	100	101	16	10	97	0	98	101
COc1ccc(NS(=O)(=O)c2cc(NC(=O)C3CCCO3)ccc2N2CCCC2)cc1 (stereo not given)	9	2.5	95	96	93	20	1	94	1	97	96
COc1ccc(CCNC(=O)C2CCN(S(=O)(=O)c3c(C)noc3C)CC2)cc1OC	32	0.3	98	100	97	13	nt	98	2	100	99
COC(=O)c1cc(COC(=O)c2cccnc2SC)oc1C	12	1.9	103	98	102	16	nt	102	24	102	103
CCC(NC(=O)Nn1cnnc1)(C(F)(F)F)C(F)(F)F	19	0.1	101	97	96	23	nt	95	1	101	96
Cc1csc(NC(=O)CCn2c(=O)oc3ccccc32)n1	26	-0.7	99	100	99	20	-16	98	25	103	99
COc1ccccc1NC(=O)C1=C(C)Nc2nnnn2C1c1cc(Br)ccc1OC (stereo not given)	13	-2.0	102	103	103	20	-26	98	-1	102	103
Cc1c(CN(C)C)c2c(n1Cc1ccccc1)C(=O)c1ccc(Br)cc1-2	10	-0.5	102	104	102	10	nt	100	-1	105	102
CCN(CC)S(=O)(=O)c1cccc(NC(=O)CN2C(=O)c3ccc([N+](=O)[O-])cc3C2=O)c1	11	-1.0	98	104	99	18	2	101	-7	104	101
CCc1ccccc1Nc1nc(N)nc(CSc2nnc3ccccn23)n1	9	0.2	99	99	99	27	31	99	-1	101	99
O=C(NCc1ccccn1)C(=O)N/N=C/c1ccc2c(c1)OCO2	9	-0.1	?	?	?	10	17	?	2	?	?
O=C(NCCSc1ccccc1)c1ccc(Br)cc1	16	0.2	99	99	102	18	nt	99	9	103	101
COc1cccc(NCc2cc(=O)oc3cc(-c4ccccc4)c(O)cc23)c1	10	-0.1	94	91	99	20	nt	93	0	94	94
CCc1ccccc1NC(=S)N1CCNC(=O)C1CC(=O)OC (stereo not given)	9	1.0	99	95	105	16	-4	96	5	97	97
O=C(Cc1csc(N2CCOCC2)n1)N/N=C/c1ccc(Cl)cc1Cl	6	0.1	100	101	100	49	-2	98	11	106	103
CCCNC(=O)NC(=O)CSc1nnc(-c2ccncc2)n1CC	35	0.1	110	113	106	21	-9	108	0	111	107
Cc1cc(N)ccc1N1CCCC1	1	0.4	94	98	96	0	nt	92	4	95	98
Cc1ccc2nc(-c3cccnc3)cc(C(=O)Nc3ccc(F)cc3C)c2c1	9	1.3	100	94	99	17	0	89	6	91	96
Cc1cc2[nH]ncc2cc1NC(N)=S	11	1.3	101	99	101	14	-19	97	2	101	101
COc1ccc(NC(=O)c2cc(-c3ccc(C)o3)nc3ccccc23)cc1OC	10	0.6	?	?	?	8	9	?	3	?	?
CC(C)(C)c1nc(SCC(=O)Nc2ccc3c(c2)OCCO3)c2ccccc2n1	18	1.4	96	97	100	12	nt	95	6	99	99
CCCCc1ccc(S(N)(=O)=O)cc1	10	0.3	98	96	105	18	-20	98	3	99	98
CN1OC(COC(=O)c2ccc(Cl)cc2)CC1c1ccccc1 (stereo not given)	13	0.0	97	96	99	34	1	93	1	96	98
CCOC(=O)COc1ccc(C(=O)Nc2cccc(Cl)c2C)cc1	20	0.8	100	100	102	12	-28	96	2	100	99
CS(=O)(=O)N(CC(=O)Nc1ccc(S(=O)(=O)N2CCCC2)cc1)c1ccccc1	11	-0.2	96	93	92	23	-12	97	0	97	93
O=C(Nc1ccc(S(=O)(=O)N2CCOCC2)cc1)C1COc2ccccc2O1 (stereo not given)	25	0.4	103	102	102	12	nt	97	2	99	103
CCc1ccc(OCC(=O)NNC(=O)CSc2nnc(-c3ccc(C)cc3)n2C)cc1	23	0.9	99	98	98	11	-11	98	38	99	98
N#Cc1c(NC(=O)c2ccc(-c3ccccc3[N+](=O)[O-])o2)sc2c1CCCC2	10	0.6	96	97	94	33	4	95	4	95	98
CCNc1nc(SC(C)C(=O)Nc2ccccc2)nc(N2CCOCC2)n1 (stereo not given)	5	0.6	99	99	99	11	nt	96	3	99	99
Cc1ccc(/C=N/NC(=O)COc2ccccc2-c2ccccc2)cc1	2	-1.4	101	103	99	8	16	100	28	106	104
Nc1ccc2c(C(F)(F)F)cc(C(F)(F)F)nc2n1	10	1.2	94	94	94	10	nt	94	7	94	96
COc1cccc(CNc2ccc(S(N)(=O)=O)cc2)c1OC	14	0.6	98	100	101	15	nt	99	7	103	98
CC1CCN(c2ccc(C=O)o2)CC1	11	-0.1	101	97	101	19	nt	98	1	105	99
O=C(c1ccccc1)c1ccc(N2CCOCC2)c(NC(=O)c2ccco2)c1	33	3.6	104	102	101	22	nt	101	81*	106	105
COc1cc(OC)nc(Oc2cc(/C=N/O)ccc2OC)n1	9	1.1	97	99	100	15	-10	96	7	100	96
O=C1CC(c2ccccc2)CC(=O)C1CS(=O)(=O)c1ccccc1 (stereo not given)	23	-1.2	89	92	96	11	10	92	-3	100	92
COc1ccc(Nc2ncnc3nc[nH]c23)cc1OC	6	0.6	98	99	96	26	nt	99	4	101	97
O=C(CCc1ccccc1)Nc1nn[nH]n1	4	0.3	99	101	92	10	4	96	14	101	95
COCCNC(=O)c1cc2cc(Br)cc(Br)c2oc1=O	11	0.1	97	100	96	8	-8	96	11	96	96
O=S(=O)(c1ccc2oc3ccccc3c2c1)N1CCOCC1	36	0.5	103	97	102	24	-10	99	1	102	102
O=C(C/C=N\OCc1ccc([N+](=O)[O-])cc1)Nc1ccc(F)cc1F	9	0.5	94	97	97	9	0	95	17	95	95
Cc1nc2ncnn2c(C)c1CCC(=O)NCc1ccc2c(c1)OCO2	18	1.2	94	97	92	15	nt	95	5	94	97
COc1ccccc1NC(=O)NCc1ccc2c(c1)OCO2	10	0.3	98	99	97	32	nt	97	18	101	99

More structures follow.
SMILES	Avidin fluor	ABCB1 inh	Rab2A wt mod	Cdc42 wt GTP	Rab7 wt GTP bind	GSH fluor	Pf gamet viab	Rac1 mut GTP	ABCG2 inh	Rac1 wt GTP bind	HRas wt GTP
Cc1ccnc(NS(=O)(=O)c2ccc(NC(=O)c3ccc(N4C(=O)CCC4=O)cc3)cc2)n1	3	0.9	101	105	99	6	8	101	6	101	100
O=C(/C=C\Nc1ccc(Cl)cn1)c1ccc(Br)cc1	9	-0.8	97	96	100	14	-6	93	-1	98	98
CC1CCC(NC(=O)c2cc3c(=O)n(C)c4ccccc4c3n2C)CC1 (stereo not given)	6	3.0	98	100	96	21	nt	99	2	102	97
COCCCNC(=O)CC(NS(=O)(=O)c1ccc(C)cc1)c1ccco1 (stereo not given)	15	0.9	98	98	98	43	10	96	1	94	98
COC(=O)c1c(NC(=O)c2ccc(C)o2)sc2c1CCCCC2	33	0.5	103	103	99	10	nt	98	6	98	102
COc1ccc(C(CNC(=O)c2ccccc2SC)N(C)C)cc1 (stereo not given)	10	1.2	95	95	95	17	nt	95	7	99	96
Cc1cc(Cl)ccc1NC(=S)NCC(C)C	7	-0.1	101	101	100	12	-56	101	6	102	101
Cc1cccc(NC(=O)/C(C#N)=C\c2cccnc2)c1	13	-0.5	100	97	102	33	nt	99	12	98	102
